High-throughput results: PubChem BioAssay, National Center for Advancing Translational Sciences (NCATS)
Tb PFK block – qHTS Assay to Find Inhibitors of T. brucei phosphofructokinase; ATP-dependent 6-phosphofructokinase (Trypanosoma brucei brucei), O15648; T. brucei PFK, ADP-Glo luminescence; Potency, µM (series often up to 57.5 µM), for inactives: at the top dose activity, negative = inhibition, actives largely listed as inhibitors; actives 0.17% (n = 330,000); AID 485367, 2010;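 also: potency is read from the fitted curve at half-maximal effect; 0% = uninhibited 1x PFK enzyme wells and -100% = no-enzyme wells; nearly all actives have a fitted effect of over 60% in size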
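Luminescent ADP detection (ADP-Glo, two-step: ATP depletion then ADP-to-ATP conversion for luciferase) reported PFK activity after 45 min room-temperature reaction of 1.25 nM enzyme with 0.5 mM F6P and 0.1 mM ATP at pH 8.0.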
Chronic BCR inh – qHTS Assay to Find Inhibitors of Chronic Active B-Cell Receptor Signaling. Potency, µM (highest dose often 46.1 µM), for inactives: top-dose ratio change, negative = lower green/red ratio, most hits filed as inhibitors. actives 0.05% (n = 340,000). ABC-DLBCL IkBa-CBG/CBR reporter, luminescence ratio, 4 h; active = well fitted inhibition curve with a large enough effect in the signal ratio, with a control signal flat, not every such curve was filed as active; inconclusive = small, poorly fitted or top-dose-only effect, or effect the other way, or a change in a side signal; the % refers to the signal ratio;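 also: potency is read from the fitted curve at half-maximal effect; plate controls were basal doxycycline-induced cells for no effect and cells given 10 µM MG132 for full effect; MG132 reads +100%, hits lower the ratio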
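Cell line TMD8 (human ABC DLBCL), stably expressing tet-inducible CBG68-IkBa fusion and CBR; IMDM/0.5% FBS; cpd up to 46 uM; dox induction, 4 h, 37C/5% CO2; dual luminescence; green/red ratio; MG132 control.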
ELG1 DNA repair – qHTS screen for small molecules that inhibit ELG1-dependent DNA repair in human embryonic kidney (HEK293T) cells expressing luciferase-tagged ELG1 | HEK293T ELG1-luciferase reporter, luminescence, 16 h; DNA damage induced by 5-fluorouridine | Potency, µM (series often up to 46.1 µM), for the others: top-dose activity change, negative = inhibition, hits mostly inhibitors | actives 2.3% (n = 330,000) | AID 504467, 2011; also: potency is read from the fitted curve at half-maximal effect; % is scaled to controls: 0 for no effect and ±100 for the full control effect; nearly all actives have a fitted effect of over 55% in size
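Cells (2,000 per well) received 5-fluorouridine plus test compound or DMSO and were incubated 16 hr at 37 °C, 5% CO2. Luciferase activity was read by luminescence 30 min after ONE-Glo addition; signal suppression marked inhibition of damage-induced ELG1 function.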
TSHR antagonist – Antagonists of the Thyroid Stimulating Hormone Receptor: HTS campaign; Thyrotropin receptor (Homo sapiens), P16473; activity change, negative = inhibition, % at 11.5 µM; actives 0.2% (n = 330,000); TSHR-expressing cells, TSH-stimulated cAMP HTRF, 2 h; active compounds read low;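 active = activity change below a set negative limit, meaning inhibition stronger than a set level, cut at about -70% in these data; inconclusive = activity change between two set negative limits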; also: % is scaled to controls: 0 for no effect and ±100 for the full control effect
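Competitive HTRF cAMP read-out (cryptate anti-cAMP antibody, cAMP-d2; 30 min, room temperature) in freshly harvested TSHR cells. Compounds added before TSH at EC80 (4nM final), followed by 2 hours' incubation at 37 deg C.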
Mito fusion act – qHTS Assay for Small Molecule Inhibitors of Mitochondrial Division or Activators of Mitochondrial Fusion; Potency, µM (doses to about 46.1 µM), inactives show at the top dose growth rescue (activation), usual class: activators; actives 0.23% (n = 320,000); S. cerevisiae fusion-defective mutant growth rescue, CellTiterGlo 48 h;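 also: potency is read from the fitted curve at half-maximal effect; % of control where 0% means no effect; nearly all actives have a fitted effect of over 45% in size; temperature-sensitive fusion mutants such as fzo1-1 at 37 °C on non-fermentable ethanol glycerol medium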
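Luminescent cell viability in 1536-well qHTS format served as the measure of rescued growth in ts fusion-mutant S. cerevisiae cultured on non-fermentable YPEG for 48 hours at 37C.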
uPA generation – qHTS for Inhibitors of Cell Surface uPA Generation; cell surface uPA generation assay, qHTS; AID 540303, 2011; actives 0.31% (n = 330,000); Potency, µM (series often up to 38.3 µM), without a hit: at the top dose activity change, negative = inhibition, hits mostly inhibitors; active = well fitted inhibition curve with a large enough effect; inconclusive = small, poorly fitted or top-dose-only effect; inactive = no such curve, though single readings can be large or run the other way; tested in mouse RAW 264.7 cells; also: potency is read from the fitted curve at half-maximal effect; % is scaled to controls: 0 for no effect and ±100 for the full control effect; nearly all actives have a fitted effect of over 55% in size
TCR activator – Activators of T cell receptors: qHTS campaign. primary human leukocytes, anti-CD3, IL-2 HTRF, 48 h. Potency, µM (titrated, usually from 9.22 µM), for the others: top-dose activation of IL-2 secretion, actives largely listed as activators. 330,000 tested, under 10 active. AID 504894, 2011; also: % of control where 0% means no effect
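Human primary leukocytes + a-CD3 beads + cpd, 48 hr; IL-2 in supernatant by HTRF (ex 320nm / em 665nm). No co-stimulatory signal supplied.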
USP2a block – qHTS Assay for Inhibitors of Ubiquitin-specific Protease USP2a Using CHOP2 as the Reporter; USP2 core, Ub-CHOP2 coupled fluorogenic reporter, 485/531; Potency, µM (titrated, usually from 38.3 µM), for inactives: at the top dose activity change, negative = inhibition, hits mostly inhibitors; actives 0.01% (n = 330,000); AID 463254, 2010;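 also: potency is read from the fitted curve at half-maximal effect; plate controls were DMSO wells for no effect and full inhibition by NEM control for full effect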
Target sequence (O75604 whole entry, looked up): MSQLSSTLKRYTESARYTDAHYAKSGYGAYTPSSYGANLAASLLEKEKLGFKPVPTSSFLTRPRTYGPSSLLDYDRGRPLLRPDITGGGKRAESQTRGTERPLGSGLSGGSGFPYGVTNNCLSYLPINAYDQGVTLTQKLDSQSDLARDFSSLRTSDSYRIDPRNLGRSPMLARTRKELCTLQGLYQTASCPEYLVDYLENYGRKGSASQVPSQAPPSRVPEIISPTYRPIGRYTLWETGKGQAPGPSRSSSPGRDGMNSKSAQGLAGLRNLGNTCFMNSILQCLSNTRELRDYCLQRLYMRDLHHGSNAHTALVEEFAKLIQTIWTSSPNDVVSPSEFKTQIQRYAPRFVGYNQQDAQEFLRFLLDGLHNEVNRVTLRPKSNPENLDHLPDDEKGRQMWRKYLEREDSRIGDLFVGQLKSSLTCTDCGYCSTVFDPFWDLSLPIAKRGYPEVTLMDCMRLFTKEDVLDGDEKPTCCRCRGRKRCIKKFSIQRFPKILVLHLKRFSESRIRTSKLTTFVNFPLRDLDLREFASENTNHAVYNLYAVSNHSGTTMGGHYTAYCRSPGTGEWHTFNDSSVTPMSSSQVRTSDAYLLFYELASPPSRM
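USP2 core (10nM final) preincubated 30min RT with compound in 20mM Tris-HCl pH 8.0, 2mM CaCl2, 2mM beta-mercaptoethanol, 0.05% CHAPS; 25nM Ub-CHOP2 plus 25nM reporter substrate added, fluorescence (Ex485/Em531) read after 60min.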
B2AR arrestin – qHTS assay of beta-arrestin-biased ligands of beta2-adrenergic receptor; Potency, µM (highest dose often 46.1 µM), for inactives: at the highest dose activation, actives largely listed as activators; AID 492947, 2010; actives 0.02% (n = 330,000); beta-arrestin recruitment to beta2AR, cell-based reporter;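 also: potency is read from the fitted curve at half-maximal effect; 0% = DMSO controls and full agonism = EC100 isoproterenol or metaproterenol; nearly all actives have a fitted effect of over 65% in size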
Eya2 phos inh – qHTS Assay for Inhibitors of the Phosphatase Activity of Eya2 | Protein phosphatase EYA2 (Homo sapiens), O00167 | recombinant Eya2, OMFP fluorescence dephosphorylation (OMFP is methylfluorescein phosphate) | Potency, µM (highest dose often 76.9 µM), inactives show at the top dose activity, negative = inhibition, most hits filed as inhibitors | actives 0.006% (n = 330,000); also: potency is read from the fitted curve at half-maximal effect; % is scaled to controls: 0 for no effect and ±100 for the full control effect
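Eya2 (0.2 uM) preincubated 10 min at ambient with compound, then OMFP substrate added at 50 uM; 10 min reaction in 50 mM HEPES pH 7.5, 50 mM NaCl, 5 uM MgCl2, 0.05% BSA, 1 mM DTT. Fluorescence read at Ex 485/Em 525 nm.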
PTAP TSG101 blk – qHTS Assay for Iinhibitors of HIV-1 Budding by Blocking the Interaction of PTAP/TSG101; Tumor susceptibility gene 101 protein (Homo sapiens), Q99816; Potency, µM (doses to about 115 µM), for the others: at the top dose activity change, negative = inhibition, actives largely listed as inhibitors; Fluorescence polarization, FITC-PTAP peptide / Tsg101 binding; 340,000 tested, under 10 active; active = well fitted inhibition curve with a large enough effect in the main read-out, with a control signal flat, not every such curve was filed as active; inconclusive = small, poorly fitted or top-dose-only effect, or effect the other way, or a change in a side signal; inactive = no such curve, though single readings can be large or run the other way; also: potency is read from the fitted curve at half-maximal effect; % of control where 0% means no effect
Target sequence (Q99816 whole entry, looked up): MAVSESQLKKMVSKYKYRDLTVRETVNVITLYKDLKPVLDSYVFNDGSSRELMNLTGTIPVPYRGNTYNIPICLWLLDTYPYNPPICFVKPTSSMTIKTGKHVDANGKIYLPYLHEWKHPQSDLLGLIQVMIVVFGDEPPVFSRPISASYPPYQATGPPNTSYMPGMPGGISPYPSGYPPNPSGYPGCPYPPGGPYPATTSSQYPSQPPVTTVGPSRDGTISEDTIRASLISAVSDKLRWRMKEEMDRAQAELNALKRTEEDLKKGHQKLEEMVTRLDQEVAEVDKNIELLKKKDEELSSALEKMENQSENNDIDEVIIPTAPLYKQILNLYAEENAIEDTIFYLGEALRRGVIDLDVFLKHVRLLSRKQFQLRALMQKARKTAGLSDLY
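Compounds were pin-transferred onto Tsg101 binding domain (10 uM final) in HEPES pH 7.5 buffer, then FITC-PTAP peptide was added at 50 nM final. After 20 min at RT, polarization reported peptide displacement across a qHTS concentration series.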
Starred values were filed as active, the others as inactive; ? = inconclusive; · = no result given; [ ] = dose if it differs, or a comment. Unless noted, calls follow the shape of the dose curve; as a rule, active = well fitted curve in the direction sought with a large enough effect; inconclusive = small, poorly fitted or top-dose-only effect, or another doubt; inactive = no such curve, though single readings can be large; an effect the other way counts as inactive or inconclusive.

molecule	Tb PFK block	Chronic BCR inh	ELG1 DNA repair	TSHR antagonist	Mito fusion act	uPA generation	TCR activator	USP2a block	B2AR arrestin	Eya2 phos inh	PTAP TSG101 blk
CCN(CC)S(=O)(=O)c1cc(C(=O)Nc2nncs2)c(Cl)cc1Cl	-6%	9%	?	-37	2%	·	3%	0%	-0.9%	6%	-1%
O=C1NCCN(Cc2ccc(Cl)c(F)c2)C1CC(=O)N1CCCO1 (stereo unspecified)	1%	-4%	?	-4	-2%	0%	2%	4%	0.7%	-6%	0%
COc1cc(NC(=O)c2ccc3c(c2)C(=O)N(CCC(C)C)C3=O)c(C(=O)O)cc1OC	-9%	0%	-4%	0	-2%	20%	5%	0%	0.1%	-15%	-5%
S=c1[nH]nc(-c2ccccn2)n1/N=C/c1ccc(Cl)cc1	0%	-15%	?	-3	1%	-2%	1%	2%	0.6%	2%	0%
CCN(C(=O)COC(=O)c1oc2ccccc2c1C)c1c(N)n(Cc2ccccc2)c(=O)[nH]c1=O	-1%	0%	-27%	2	-3%	12%	12%	2%	-1.9%	12%	-6%
COc1ccc(NC(=O)NCCN2CCN(c3cccc(Cl)c3)CC2)cc1	1%	1%	-6%	8	10%	3%	1%	1%	-0.4%	11%	1%
N#C/C(=C\c1cc(O)c(O)c(O)c1)C(N)=O	?	22%	0%	14	1%	15%	6%	0%	-0.3%	-26%	-1%
CC(C)[C@H](NC(=O)OC(C)(C)C)c1nnc(SCc2cccc(F)c2)o1	-1%	1%	-16%	-9	-2%	4%	·	0%	-0.2%	-15%	-9%
COC(=O)c1sc2nc(CSc3ccc(Br)cc3)[nH]c(=O)c2c1C	1%	-6%	?	-6	11%	16%	3%	2%	-0.8%	-12%	13%
Cc1ccc(S(=O)(=O)CCNC(=O)Cc2ccccc2)cc1	-1%	-2%	6%	-2	28%	3%	-16%	2%	0.2%	-1%	-2%
CCC1=NN(C(=O)Cc2ccc(OC)c(OC)c2)C(O)(C(F)(F)F)C1 (stereo unspecified)	?	?	-2%	-8	-6%	0%	-8%[46.1 µM]	0%	-0.2%	7%	-6%
CCOC(=O)c1csc(NC(=O)c2ccc(S(=O)(=O)N3CCCC3)cc2)n1	4%	1%	?	22	0%	-6%	·	-3%	0.2%	-7%[15.4 µM]	-6%
O=C(c1cccs1)c1coc2ccc(O)cc12	1%	?	?	-1	5%	3%	-1%	1%	-1.1%	-4%	-4%
CCCCNC(=O)C1CC(c2ccccc2[N+](=O)[O-])=NO1 (stereo unspecified)	-6%	-3%	16%	1	4%	6%	-1%	3%	-0.6%	-1%	3%
O=C(CNC(=O)c1ccc(Br)o1)NNC(=O)c1n[nH]c(=O)c2ccccc12	?	-5%	9%	11	2%	6%	·	0%	-3.0%	-10%	-9%
Cc1ccc(Nc2nc(N)nc(CCl)n2)cc1	2%	3%	-23%	1	-11%	-16%	-38%	6%	-0.5%	12%	-1%
CC(=O)Nc1sc(C)c(C)c1C(=O)OCC(=O)Nc1cccc(C)c1	-5%	1%	?	1	·	5%	-1%	-1%	0.2%	4%	1%
COc1ccccc1-c1ccc(=O)n(CC(=O)Nc2ccc(C(=O)N3CCCC3)cc2)n1	-4%	?	-8%	5	-3%	·	7%	2%	-0.1%	10%	-2%
Cc1cc(NC(=O)CSc2nc(-c3ccc(F)cc3)cs2)no1	-3%	-3%	1%	-6	-2%	1%	·	-2%	-0.3%	-9%	0%
COc1ccccc1OCc1ccc(C(=O)Nc2cc(OC)c(OC)c(OC)c2)o1	-1%	?	?	3	-5%	16%	1%	2%	-0.6%	-4%	-7%
CCC(=O)N1CCc2cc(S(=O)(=O)CCC(=O)NCc3ccccc3OC)ccc21	-2%	-9%	0%	5	1%	-6%	2%	2%	0.0%	5%	7%
CCn1c(=O)c(C(=O)NCCc2ccccc2)c(O)c2ccccc21	-13%	?	-7%	-16	6%	1%	1%	3%	-0.1%	-36%	-3%
O=S(=O)(NCCC1CC1(Cl)Cl)c1ccc(Cl)cc1 (stereo unspecified)	5%	20%	0%	6	3%	7%	1%	-2%	-0.1%	-11%	-2%
CC(=O)Oc1ccccc1C(=O)Nc1ccccc1C(=O)N1CCCC1	1%	0%	17%	1	-4%	2%	4%	-1%	-0.2%	12%	-9%
O=C(Nc1ccccc1N1CCCC1)c1ccc([N+](=O)[O-])cc1Cl	-2%	-1%	-10%	18	-8%	7%	-3%	-1%	-0.2%	0%	0%
COc1cc(OC)cc(C(=O)Nc2nc3ccc(S(C)(=O)=O)cc3s2)c1	2%	?	?	-5	1%	0%	6%	-2%	0.1%	14%	1%
CC(C)(C)N(Cc1ccccc1)C(=O)COC(=O)CCc1c[nH]c2ccccc12	0%	9%	?	?	14%	-5%	0%[46.1 µM]	-8%	0.0%	-3%	0%
O=C(Nc1ccc(Cl)c(-c2nc3ccccc3[nH]2)c1)c1cccnc1	0%	-7%	?	12	-13%	-22%	·	3%	0.0%	7%	·
O=C(O)CCCCCn1c(SCC(=O)Nc2ccc(F)cc2)nc2ccsc2c1=O	-2%	7%	-6%	-13	-1%	1%	-1%	1%	-0.2%	12%	-1%
O=C(Cc1ccccc1)NCc1ccc(-n2cccc2)cc1	2%	-4%	-3%	14	?	1.8µM*	2%	10%	-0.5%	9%	0%
CN1/C(=C\C=C2\N=C(c3ccc(F)cc3)OC2=O)C(C)(C)c2ccccc21	-1%	7%	1%	9	0%	-2%	-1%	5%	-0.7%	13%	25%
COC(=O)C(C#N)C(c1cccnc1)c1c(C)[nH][nH]c1=O (stereo unspecified)	3%	11%	10%	10	-8%	1%	·	4%	-0.1%	0%	-4%
Cc1cc(C)c2ccc(Cl)cc2n1	0%	?	19%	1	2%	-3%	-4%	8%	-0.2%	-26%	1%

Two entries drawn at random from the list so far, as already listed:
molecule	Tb PFK block	Chronic BCR inh	ELG1 DNA repair	TSHR antagonist	Mito fusion act	uPA generation	TCR activator	USP2a block	B2AR arrestin	Eya2 phos inh	PTAP TSG101 blk
O=C(Nc1ccccc1N1CCCC1)c1ccc([N+](=O)[O-])cc1Cl	-2%	-1%	-10%	18	-8%	7%	-3%	-1%	-0.2%	0%	0%
COc1cc(OC)cc(C(=O)Nc2nc3ccc(S(C)(=O)=O)cc3s2)c1	2%	?	?	-5	1%	0%	6%	-2%	0.1%	14%	1%

uPA generation: what is marked active above.
smiles,Tb PFK block,Chronic BCR inh,TSHR antagonist,uPA generation,TCR activator,USP2a block,B2AR arrestin,Eya2 phos inh,PTAP TSG101 blk
O=C(Cc1ccccc1)NCc1ccc(-n2cccc2)cc1,2%,-4%,14,1.8µM*,2%,10%,-0.5%,9%,0%
